FXIa single inh: blocks human coagulation factor XIa activity | P03951 | purified human FXIa, fluorogenic AMC substrate cleavage | inhibition, % at 10 µM | 33,000 tested, 0.3% active | AID 687;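 active means inhibition above 40% in the primary screen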;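 further: 0% = enzyme without compound and 100% = blank wells lacking enzyme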
FXIIa single: inhibitors of human coagulation factor XIIa; P00748; purified human FXIIa, AMC substrate fluorescence, 2 h; inhibition, % at 10 µM; 33,000 tested, 0.2% active; in the data active means inhibition above about 30%;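 further: 0% = enzyme with vehicle only and 100% = no enzyme blank; many of its hits are not listed in these tables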
An asterisk follows results filed as active. The list is partial. The share of hits here may be higher or lower than overall.

COc1ccc(-c2nn(-c3ccccc3)cc2C(=O)Nc2nccs2)cc1
  FXIa single inh: -12
  FXIIa single: 4
CCOC(=O)c1ccc(S(=O)(=O)N2CCN(C)CC2)cc1
  FXIa single inh: -8
  FXIIa single: 6
O=C(COc1ccc(S(=O)(=O)NC2CCCCC2)cc1)NC1CCCCC1
  FXIa single inh: 0
  FXIIa single: 2
CCCOc1ccc2c3c(c(=O)oc2c1OCCC)CCCC3
  FXIa single inh: -7
  FXIIa single: 6
CC(C)NC(=O)Cn1nc(C(F)(F)F)c2c1CCC2
  FXIa single inh: 0
  FXIIa single: 3
CN1C(=O)C(CC(N)=O)N(NC(=O)c2ccc(Cl)cc2)C1=S (stereo not drawn)
  FXIa single inh: 33
  FXIIa single: -13
COC(=O)C1CSc2[nH]c(=O)sc2C1c1ccc(OC)c(OC)c1 (stereo not drawn)
  FXIa single inh: -9
  FXIIa single: 6
CC(=O)Nc1ccc(S(=O)(=O)N2CCN(C(=O)c3ccccc3F)CC2)cc1
  FXIa single inh: 2
  FXIIa single: 5
CC1CC1C(=O)Nc1nc(-c2ccccc2)cs1 (stereo not drawn)
  FXIa single inh: 3
  FXIIa single: 7
COc1ccc(S(=O)(=O)N2CCCC2C(=O)Nc2nc3c(s2)CCCC3)cc1 (stereo not drawn)
  FXIa single inh: 0
  FXIIa single: 5
CC(=O)Nc1ccc(S(=O)(=O)N2CCN(Cc3ccccn3)CC2)cc1
  FXIa single inh: -2
  FXIIa single: 6
CCN(CC)C(=O)C1CC(=O)N(c2ccc(OC)cc2)C1c1ccc(OC)cc1 (stereo not drawn)
  FXIa single inh: 3
  FXIIa single: 3
CCC(=O)N1c2ccccc2NC2=C(C(=O)CCC2)C1c1ccccc1 (stereo not drawn)
  FXIa single inh: 3
  FXIIa single: 11
Nc1nc2n(n1)C(c1cccs1)CC(c1ccccc1)N2 (stereo not drawn)
  FXIa single inh: -1
  FXIIa single: -12
COc1ccc(Cc2nnnn2CC(=O)O)cc1
  FXIa single inh: 0
  FXIIa single: -15
CCOC(=O)c1c(NC(=O)CSc2nc(C)cc(C)c2C#N)sc(C(C)=O)c1C
  FXIa single inh: -1
  FXIIa single: 4
O=C(Cn1nnc(-c2ccc3c(c2)OCO3)n1)NCc1ccco1
  FXIa single inh: 0
  FXIIa single: 5
Cc1nnc(SCC(=O)NCc2ccco2)n1Cc1ccccc1
  FXIa single inh: 1
  FXIIa single: 0
CCNS(=O)(=O)c1ccc(C)c(-n2cnnn2)c1C
  FXIa single inh: 5
  FXIIa single: 9
CCOC(=O)c1c(NC(=O)c2csc(C)c2)sc(C(C)=O)c1C
  FXIa single inh: 1
  FXIIa single: 7
CCN(CC)CCN1C(=O)C(O)=C(C(C)=O)C1c1ccccc1 (stereo not drawn)
  FXIa single inh: 4
  FXIIa single: 3
COc1ccc(-c2cc(C(F)(F)F)nc(NCc3cccnc3)n2)cc1
  FXIa single inh: -3
  FXIIa single: 8
CCOC(=O)CCCn1ncn2c(cc3occc32)c1=O
  FXIa single inh: -10
  FXIIa single: 4
Cc1ccc(C)c(N2CCN(C(=O)c3cn(C)c4ccc(S(=O)(=O)N(C)C)cc4c3=O)CC2)c1
  FXIa single inh: 6
  FXIIa single: 4
O=C(O)c1cn(-c2ccccc2)nc1-c1cccnc1
  FXIa single inh: 2
  FXIIa single: -1

One compound at a time, as listed above. Order of values: FXIa single inh	FXIIa single
CCOC(=O)c1c(NC(=O)c2csc(C)c2)sc(C(C)=O)c1C across the screens: 1	7
CCN(CC)C(=O)C1CC(=O)N(c2ccc(OC)cc2)C1c1ccc(OC)cc1 (stereo not drawn) across the screens: 3	3
O=C(Cn1nnc(-c2ccc3c(c2)OCO3)n1)NCc1ccco1 across the screens: 0	5

Remaining list, next part
O=C(Cc1ccc(Br)cc1)NC1CCCCC1
  FXIa single inh: 10
  FXIIa single: 2
C=CCn1c(N)c(C(=O)OCC)sc1=S
  FXIa single inh: -1
  FXIIa single: 14
O=C(CCn1nc(-c2ccc(Cl)cc2)ccc1=O)N1CCN(c2ccccn2)CC1
  FXIa single inh: 3
  FXIIa single: 8
COc1ccc(S(=O)(=O)N2c3cc(Cl)ccc3Oc3nc4ccccc4nc32)cc1
  FXIa single inh: 1
  FXIIa single: 4
Cc1ccc(C(=O)N(c2ccccc2)C2CC(C)N(C(=O)c3ccco3)c3ccccc32)cc1 (stereo not drawn)
  FXIa single inh: 18
  FXIIa single: -11
Clc1ccccc1CN(Cc1ccco1)Cc1nnnn1C1CCCC1
  FXIa single inh: 3
  FXIIa single: 5
Cc1ccc(NC(=O)Cn2cnc3c(=O)n(C)c(=O)n(C)c32)c(C)c1
  FXIa single inh: 3
  FXIIa single: 6
Cc1nn(C)cc1CNC(=O)Nc1ccc(Cl)c(Cl)c1
  FXIa single inh: 0
  FXIIa single: 0
Cc1ccccc1NC(=O)CCSc1nnnn1-c1ccccc1
  FXIa single inh: -4
  FXIIa single: -13
Cc1ccc(-c2nc3ccccc3o2)cc1NC(=O)c1ccc2c(c1)OCO2
  FXIa single inh: 3
  FXIIa single: -2

Fetched one by one from above (three):
CC1CC1C(=O)Nc1nc(-c2ccccc2)cs1 (stereo not drawn)
  FXIa single inh: 3
  FXIIa single: 7
O=C(O)c1cn(-c2ccccc2)nc1-c1cccnc1
  FXIa single inh: 2
  FXIIa single: -1
COc1ccc(S(=O)(=O)N2c3cc(Cl)ccc3Oc3nc4ccccc4nc32)cc1
  FXIa single inh: 1
  FXIIa single: 4

Among those listed so far, these contain fluorine.
CC(C)NC(=O)Cn1nc(C(F)(F)F)c2c1CCC2
  FXIa single inh: 0
  FXIIa single: 3
CC(=O)Nc1ccc(S(=O)(=O)N2CCN(C(=O)c3ccccc3F)CC2)cc1
  FXIa single inh: 2
  FXIIa single: 5
COc1ccc(-c2cc(C(F)(F)F)nc(NCc3cccnc3)n2)cc1
  FXIa single inh: -3
  FXIIa single: 8

Source: PubChem
